EphA4 KYL inhibition – EphA4 ligand-binding antagonists – biochemical, colorimetric, mouse EphA4, primary screen (AID 689) | EphA4-AP binding to KYL peptide, pNPP A405; higher % means a stronger effect | one-dose inhibition, % at 10 µM; IC50 in µM for titrated hits | actives 0.1% (n = 62,000); in the data active = a potency from the dose series; inactive = the rest, 99 in 100 with inhibition below about 22%
An asterisk follows results filed as active. This is a subset; the hit share may differ from the screen's.

SMILES	EphA4 KYL inhibition
O=C1S/C(=C\c2cccs2)C(=O)N1c1cccc(Cl)c1	2%
c1cc(-c2noc(CC3CCCCC3)n2)ccn1	-5%
COc1ccc(-c2c(C)oc3ccc(C)cc23)cc1	2%
CCOc1ccccc1CN(CCc1ccc2c(c1)OCO2)Cc1ccccn1	1%
Cc1cc(C)cc(NC(=O)C(=O)NCc2ccco2)c1	-7%
Cc1ccc(-n2c(O)c(C=NC3CCS(=O)(=O)C3)c3ccccc3c2=O)cc1 (stereo not given)	-20%
CCCS(=O)(=O)N1CCC(C(=O)N2CCC(Cc3ccccc3)CC2)CC1	-1%
Cc1ccc(OCC2CNC(=O)O2)cc1 (stereo not given)	-2%
Cc1nn(S(=O)(=O)c2cccs2)c(C)c1Sc1ccccc1	0%
CCOC(=O)C12CNC(=O)C(C(=O)OCC)(CNC1=O)C2	-16%
CCOc1ccc(C(=O)NCCc2ccccc2)cc1	-10%
Cc1c(OC(=O)CNC(=O)OC(C)(C)C)ccc2c3c(c(=O)oc12)CCC3	-12%
O=C(CC1c2ccccc2Oc2ccccc21)N1CCN(c2ccccn2)CC1	-4%
O=C(NCC1CCCO1)c1ccccc1-c1nc(-c2ccc(F)cc2)no1 (stereo not given)	-13%
COc1ccc(S(=O)(=O)N(CC(=O)N2CCN(C)CC2)c2ccccc2)cc1OC	2%
O=C(CN1CCOCC1)N1CCc2ccccc2C(c2ccccc2)C1 (stereo not given)	-2%
CCOCCn1c(CN(Cc2ccccc2)Cc2ccccc2)nc2c1c(=O)n(C)c(=O)n2C	4%
Cc1c(NC(=O)C2CCN(S(=O)(=O)c3ccc(Cl)cc3)CC2)c(=O)n(-c2ccccc2)n1C	-21%
COc1ccc(/C=N/NC(=O)CO/N=C(\C)c2cccs2)cc1	-15%
Clc1cccc(CSc2nnc(-c3ccccn3)n2Cc2ccco2)c1	-24%
Cc1nn(CC(=O)O)c(C)c1C	1%
O=C(O)c1cc2cc(OCc3ccccc3)ccc2[nH]1	-11%
C=CCSc1nnc(-c2cc3c(-c4ccccc4)nn(C)c3s2)n1C	9%
COc1ccc(C2C=C(c3ccc(Br)cc3)Nc3nc(N4C(=O)CCC4=O)nn32)cc1 (stereo not given)	10%
CC1(C)CC(=O)c2cc(OCC(=O)NCC3CCCO3)ccc2O1 (stereo not given)	-17%
CCC1C(=O)N=C(SCC(=O)Nc2nc(-c3ccccc3)cs2)NC1=O (stereo not given)	16%
CC(C)(C)NCC1(CO)SC(N)=NC1=O (stereo not given)	-2%
CC(C)OCCCNCc1cccs1	-21%
Cc1cc(C)c(Cn2c(=O)n(CCCC(=O)NCc3ccco3)c(=O)c3sccc32)c(C)c1	0%
COC(=O)C1=C(C)N(c2ccccc2)/C(=C\c2ccc(OCC(=O)Nc3ccccc3OC)cc2)C1=O	-10%

Overlap with the part before: two entries, followed by the next part.
SMILES	EphA4 KYL inhibition
Cc1cc(C)c(Cn2c(=O)n(CCCC(=O)NCc3ccco3)c(=O)c3sccc32)c(C)c1	0%
COC(=O)C1=C(C)N(c2ccccc2)/C(=C\c2ccc(OCC(=O)Nc3ccccc3OC)cc2)C1=O	-10%
O=C(CCCC(=O)n1cnc2ccccc21)n1cnc2ccccc21	10%
O=C(CN1C(=O)c2ccccc2S1(=O)=O)NC(Nc1ccc(I)cc1)C(Cl)(Cl)Cl (stereo not given)	-9%
Cc1ccc(C(=O)COC(=O)CNC(=O)c2ccco2)cc1	-15%
Cc1cc(C)c2cccc(NC(=O)C3CC3)c2n1	-8%
CCn1cc(C(=O)NCc2ccco2)c(=O)c2cc(S(=O)(=O)N3CCCCCC3)ccc21	4%
CCOC(=O)CSc1nnc(CNC(=O)c2ccc(OC)cc2OC)n1C	0%
CCOc1ccc(NC(=O)CSc2nc3ccc(OCC)cc3s2)cc1	-9%
CCc1ccc(N2C(=O)NC(=O)/C(=C\c3cc(Cl)c(OCC(=O)O)c(Cl)c3)C2=O)cc1	-2%
CC(C)NC(=O)c1ccc2c(=O)n(Cc3ccco3)c(=S)[nH]c2c1	5%
COc1cccc2c(=O)c(C(=O)NCc3cccs3)c[nH]c12	0%
COc1ccc(-n2cnnc2SCC(=O)Nc2ccc(N3CCOCC3)cc2)cc1	-12%
c1cncc(-c2nnc3sc(-c4ccco4)nn23)c1	-3%
COc1ccc(-c2[nH]c(-c3ccc(F)cc3)nc2SCC(=O)NCc2ccco2)cc1OC	-4%
CCc1c(C(=O)Nc2cc(C)cc(C)c2)[nH]c(C)c1C(C)=O	2%
Cc1cccc(N(CC(=O)N/N=C/c2cc([N+](=O)[O-])ccc2Cl)S(C)(=O)=O)c1C	-18%
COc1ccc(CC(C)(C)NC(=O)c2ccccc2)cc1	-1%
c1cnc(N2CCSCC2)nc1	-10%
CCc1nc(SCC(=O)c2ccc(Cl)s2)c2oc3ccccc3c2n1	-10%
Cc1ccc(-n2c(N)c(C(N)=O)sc2=S)c(C)c1	10%
O=C(Cc1nc2ccccc2[nH]1)NCc1ccco1	-5%
COc1ccc(Cl)cc1N1C(=O)CC(N2CCc3ccccc32)C1=O (stereo not given)	-2%
O=C(NCCc1ccc(Cl)cc1)C1CCN(c2cnccn2)CC1	-7%
COc1ccc(OC)c(C(c2nnnn2CC2CCCO2)N2CCN(C3CCCC3)CC2)c1 (stereo not given)	8%
Cc1ccc(S(=O)(=O)NC(=O)NCc2ccc(Cl)cc2)cc1	0%
CCCC(c1nnnn1C1CCCC1)N1CCN(C(=O)c2ccco2)CC1 (stereo not given)	-15%
O=C(O)c1cccc(C(=O)O)c1N(c1ccccc1)c1ccccc1	-6%
O=C(O)COc1ccc(/C=N/NC(=O)C2CCCN2S(=O)(=O)c2ccc(Cl)cc2)cc1 (stereo not given)	-19%
CCC(=O)N1CCN(c2ccc(Cl)cc2NC(=O)Cc2ccc(Cl)cc2)CC1	18%
CC(C)(C)c1ccc(C2/C(=C(\O)c3ccc(F)cc3)C(=O)C(=O)N2c2nncs2)cc1 (stereo not given)	-13%
S=c1[nH]nc(Cc2cccs2)n1-c1ccccc1	-6%
COc1ccc(C)cc1NC(=O)CC(C)=O	28%
Cc1ccc(Cl)c(OCC(O)CN(CCO)CCO)c1 (stereo not given)	0%
O=C(c1ccccc1[N+](=O)[O-])N1CCN(C/C=C/c2ccccc2)CC1	-10%
N#Cc1c(N)nc(SCC(=O)C23CC4CC(CC(C4)C2)C3)c(C#N)c1-c1ccc(Cl)cc1	3%
O=C(NCC1CCCO1)c1onc(CSc2ccccc2F)c1C(=O)O (stereo not given)	-7%
Cn1c(=O)oc2cc(S(=O)(=O)NCc3ccncc3)ccc21	-19%
O=C(O)c1cc(C2CC2)nn1-c1ccccc1	-12%
CCCC(c1nnnn1CCOC)N(Cc1cc2cc(C)c(C)cc2[nH]c1=O)CC1CCCO1 (stereo not given)	-12%
Cc1cccc(-n2c(Cc3cc(=O)[nH]c(=O)[nH]3)nnc2SCC(=O)NCC2CCCO2)c1 (stereo not given)	-1%
CSc1cccc(NC(=O)CN(c2cc(C)ccc2C)S(C)(=O)=O)c1	2%
COc1ccc(NC(=O)CN2CCC(NC(=O)C3CCCCC3)CC2)cc1	-11%
O=C(c1ccccc1)N1CCN(c2ccc(Cl)cc2)CC1	2%
Cc1ccc(OCC(=O)Nc2ccc3oc(-c4cccnc4)nc3c2)cc1	0%
O=C(O/N=C1/CCSc2ccccc21)c1ccccc1	1%
CCn1c2ccccc2c2nnc(SCC(=O)N3CC(C)OC(C)C3)nc21 (stereo not given)	10%
CC(=O)n1nc(-c2ccco2)nc1N	-2%
CCS(=O)(=O)c1ccc2oc(Nc3ccccc3C)nc2c1	-15%
Fc1ccc(C2CC(c3ccccc3)Nc3ncnn32)cc1 (stereo not given)	5%
COc1cc2c(cc1OC)C(C(=O)Nc1ccc3c(c1)OCCO3)C1c3ccccc3CCN1C2=O (stereo not given)	0%
O=C(CSc1nccn1-c1ccc(F)cc1)Nc1ccc2c(c1)OCO2	8%

30 of these compounds, reformatted:
structure | EphA4 KYL inhibition
CCc1nc(SCC(=O)c2ccc(Cl)s2)c2oc3ccccc3c2n1 | -10%
Cc1ccc(-n2c(N)c(C(N)=O)sc2=S)c(C)c1 | 10%
O=C(Cc1nc2ccccc2[nH]1)NCc1ccco1 | -5%
COc1ccc(Cl)cc1N1C(=O)CC(N2CCc3ccccc32)C1=O (stereo not given) | -2%
O=C(NCCc1ccc(Cl)cc1)C1CCN(c2cnccn2)CC1 | -7%
COc1ccc(OC)c(C(c2nnnn2CC2CCCO2)N2CCN(C3CCCC3)CC2)c1 (stereo not given) | 8%
Cc1ccc(S(=O)(=O)NC(=O)NCc2ccc(Cl)cc2)cc1 | 0%
CCCC(c1nnnn1C1CCCC1)N1CCN(C(=O)c2ccco2)CC1 (stereo not given) | -15%
O=C(O)c1cccc(C(=O)O)c1N(c1ccccc1)c1ccccc1 | -6%
O=C(O)COc1ccc(/C=N/NC(=O)C2CCCN2S(=O)(=O)c2ccc(Cl)cc2)cc1 (stereo not given) | -19%
CCC(=O)N1CCN(c2ccc(Cl)cc2NC(=O)Cc2ccc(Cl)cc2)CC1 | 18%
CC(C)(C)c1ccc(C2/C(=C(\O)c3ccc(F)cc3)C(=O)C(=O)N2c2nncs2)cc1 (stereo not given) | -13%
S=c1[nH]nc(Cc2cccs2)n1-c1ccccc1 | -6%
COc1ccc(C)cc1NC(=O)CC(C)=O | 28%
Cc1ccc(Cl)c(OCC(O)CN(CCO)CCO)c1 (stereo not given) | 0%
O=C(c1ccccc1[N+](=O)[O-])N1CCN(C/C=C/c2ccccc2)CC1 | -10%
N#Cc1c(N)nc(SCC(=O)C23CC4CC(CC(C4)C2)C3)c(C#N)c1-c1ccc(Cl)cc1 | 3%
O=C(NCC1CCCO1)c1onc(CSc2ccccc2F)c1C(=O)O (stereo not given) | -7%
Cn1c(=O)oc2cc(S(=O)(=O)NCc3ccncc3)ccc21 | -19%
O=C(O)c1cc(C2CC2)nn1-c1ccccc1 | -12%
CCCC(c1nnnn1CCOC)N(Cc1cc2cc(C)c(C)cc2[nH]c1=O)CC1CCCO1 (stereo not given) | -12%
Cc1cccc(-n2c(Cc3cc(=O)[nH]c(=O)[nH]3)nnc2SCC(=O)NCC2CCCO2)c1 (stereo not given) | -1%
CSc1cccc(NC(=O)CN(c2cc(C)ccc2C)S(C)(=O)=O)c1 | 2%
COc1ccc(NC(=O)CN2CCC(NC(=O)C3CCCCC3)CC2)cc1 | -11%
O=C(c1ccccc1)N1CCN(c2ccc(Cl)cc2)CC1 | 2%
Cc1ccc(OCC(=O)Nc2ccc3oc(-c4cccnc4)nc3c2)cc1 | 0%
O=C(O/N=C1/CCSc2ccccc21)c1ccccc1 | 1%
CCn1c2ccccc2c2nnc(SCC(=O)N3CC(C)OC(C)C3)nc21 (stereo not given) | 10%
CC(=O)n1nc(-c2ccco2)nc1N | -2%
CCS(=O)(=O)c1ccc2oc(Nc3ccccc3C)nc2c1 | -15%

New compounds follow:
SMILES	EphA4 KYL inhibition
O=C(CN1CC(=O)Oc2ccccc21)OCC(=O)c1cccc(Br)c1	1%
O=C(CC1Oc2ccccc2NC1=O)NCCCN1CCCC1=O (stereo not given)	-4%
CCCn1nnnc1NC(=O)c1ccc(C)cc1Cl	-11%
CCCCCn1c2nc3ccccc3nc2c2c(=O)n(CC(C)C)cnc21	-9%
CC(=O)c1cccc(NC(=O)CSCc2ccccc2)c1	-6%
COc1ccc(C(=O)c2sc(NC(C)C)nc2N)cc1OC	-13%
Cc1c(NC(=S)NC(=O)c2ccco2)cccc1-c1nc2ccccc2s1	-5%
c1ccc(C2OCC3(CO2)COC(c2ccccc2)OC3)cc1 (stereo not given)	-6%
Cc1ccc(C(=O)O)cc1NC(=O)c1ccc2c(c1)C(=O)N(c1ccc([N+](=O)[O-])cc1)C2=O	0%
CCOC(=O)N1CCC(N2CCN(S(=O)(=O)c3ccc4ccccc4c3)CC2)CC1	-6%
CCN(c1ccccc1)S(=O)(=O)c1cccc(C(=O)O)c1	0%
O=C(NCC1CCCO1)C1CC(=O)N(c2ccc(F)c(Cl)c2)C1 (stereo not given)	-4%
COc1ccc(S(=O)(=O)n2ccc(-c3cnc(-c4ccccc4)s3)n2)cc1	-18%
Cc1ccc(C(=O)NC(=S)Nc2cc(-c3nc4ccccc4s3)ccc2C)cc1	4%
O=C(/C=C/c1ccccc1)Nc1nnc(-c2ccccc2)s1	-5%
Cc1ccc(NCCC(=O)c2cccc([N+](=O)[O-])c2)cc1Cl	-12%
Cc1noc(C)c1S(=O)(=O)Nc1ccc(C(=O)NCc2ccccc2)cc1	-8%
Cc1cccc(OCC(=O)N2CCN(C(=O)CCC3CCCC3)CC2)c1	-8%
CC(=O)Cn1c(CN2CC(C)CC(C)C2)nc2c1c(=O)n(C)c(=O)n2C (stereo not given)	2%
CC1(C)C(c2ccc(Cl)cc2)=[N+]([O-])C2(CCCC/C2=N\O)N1O (stereo not given)	-8%
Cc1ccc(Br)cc1S(=O)(=O)N1CCN(C)CC1	-4%
Cn1/c(=N/N=C/c2ccc(Cl)c([N+](=O)[O-])c2)sc2ccccc21	1%
O=C(Nc1ccncc1)c1cc(F)cc(F)c1	-8%
c1ccc(-c2cn3c(n2)CCC3)cc1	-10%
CC(/C=N/NC(=O)Cc1cccs1)=C\c1ccco1	-21%
O=C(NCCCN1CCC(Cc2ccccc2)CC1)C1CC(=O)N(C2CCCCCC2)C1 (stereo not given)	4%
Cc1cc(C)cc(C(=O)Nc2nnc(C)s2)c1	4%
COc1ccc(/C=C2\CCc3ccccc3C2=O)cc1OC	-1%

Assay outcomes deposited in PubChem by Sanford-Burnham Center for Chemical Genomics.
